TexasRed fluor: Texas Red fluorescence interference in TRb-SRC2 counter-screen | TRb/SRC2 Texas Red total fluorescence interference | Potency, µM (doses to about 106 µM), inactives show at the highest dose fluorescence change, negative = quenching | 280,000 compounds, 0.29% hits | AID 1479; active = well fitted curve in either direction with a large enough effect; inconclusive = small, poorly fitted or top-dose-only effect
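Flags fluorescent or light-absorbing compounds by total fluorescence, S + 2P, at 555 nm excitation and 632 nm emission. Mixture: 20 nM Texas Red SRC2 peptide, 0.6 uM human TRb LBD, 1 uM T3, 5% DMSO; compound exposure 5 h at ambient temperature.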
TRb-SRC2 inh: TRbeta-SRC2 interaction inhibition; TRbeta-SRC2 peptide binding, fluorescence polarization; receptor liganded with 1 µM T3; 280,000 compounds, 0.065% hits; P10828; Potency, µM (highest dose often 106 µM), inactives show top-dose activity change, negative = inhibition, usual class: inhibitors;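 note: plate controls were bound peptide for no effect and peptide without receptor for full effect; nearly all actives have a fitted effect of over 50% in size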
Target sequence (P10828 whole entry, looked up): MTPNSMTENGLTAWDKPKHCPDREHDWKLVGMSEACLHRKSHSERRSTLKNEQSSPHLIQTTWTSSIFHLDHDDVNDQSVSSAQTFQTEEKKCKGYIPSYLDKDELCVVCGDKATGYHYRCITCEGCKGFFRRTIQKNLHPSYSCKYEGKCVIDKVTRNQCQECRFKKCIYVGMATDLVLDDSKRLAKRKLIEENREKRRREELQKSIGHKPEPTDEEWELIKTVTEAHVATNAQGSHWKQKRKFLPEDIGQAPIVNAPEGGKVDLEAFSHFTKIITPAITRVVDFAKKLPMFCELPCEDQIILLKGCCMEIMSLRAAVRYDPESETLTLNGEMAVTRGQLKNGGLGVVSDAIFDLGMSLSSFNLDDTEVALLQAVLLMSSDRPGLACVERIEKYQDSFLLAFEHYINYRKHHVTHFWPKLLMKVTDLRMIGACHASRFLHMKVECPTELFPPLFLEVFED
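Human TRb ligand-binding domain (0.6 uM) is mixed with 20 nM Texas Red SRC2 peptide and 1 uM T3; after compound addition and 5 hr at ambient temperature, polarization is measured and normalized to unbound and bound controls.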
GAA inhib: blocks human lysosomal alpha-glucosidase; P10253; Potency, µM (top dose mostly 76.9 µM), inactives show at the top dose activity change, negative = inhibition, actives largely listed as inhibitors; AID 1466; purified human GAA, 4-MU-alpha-glucoside fluorescence; 200,000 compounds, 0.005% hits;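 note: plate controls were uninhibited enzyme wells for no effect and no-enzyme background for full effect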
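Read-out is 4-methylumbelliferone fluorescence (Ex 365/Em 440 nm) after NaOH/glycine stop at pH 10. Enzyme 4 nM, substrate 400 uM, pH 5.0 citrate buffer, 20 min room temperature; AC50 from Hill-equation concentration-response.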
L3MBTL1 block: blocks human L3MBTL1; AID 485360; AlphaScreen L3MBTL1–H3K9me1 peptide binding; 230,000 compounds, 0.66% hits; Potency, µM (doses to about 57.1 µM), for the others: top-dose activity, negative = inhibition, hits mostly inhibitors; note: nearly all actives have a fitted effect of over 60% in size
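L3MBTL1 50 nM + b-AHA-H3(1-15)K9me1 75 nM, 30 min RT; compound added, 30 min RT; streptavidin donor/Ni-chelate acceptor beads 10 ug/mL each final, 30 min RT dark; AlphaScreen read.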
GoLoco inh red: blocks human Gai1 binding to RGS12 GoLoco peptide, red readout; Gai1:RGS12 GoLoco peptide FP, rhodamine, 10 min; Potency, µM (top dose mostly 61.6 µM), without a hit: at the top dose activity, negative = inhibition, hits mostly inhibitors; P63096; 230,000 compounds, 0.44% hits; active = well fitted inhibition curve with a large enough effect, not every such curve was filed as active; inactive = no such curve, though single readings can be large or run the other way; note: nearly all actives have a fitted effect of over 30% in size; many of its hits are not listed in these tables
GAA glycogen mod: inhibitors or activators of human alpha-glucosidase glycogen cleavage | 300,000 compounds, 0.38% hits | recombinant GAA, glycogen substrate, Amplex Red glucose oxidase fluorescence | AID 2100 | Potency, µM (top dose mostly 76.4 µM), for inactives: at the top dose activity change, negative = inhibition, hits mostly inhibitors;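 note: 0% = full enzyme reaction and -100% = no-enzyme basal signal; the screen sought inhibitors and activators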
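Recombinant human alpha-glucosidase (4 nM final) hydrolysed bovine liver glycogen (30 ug) for 40 min at 37 C in pH 5.0 citrate/phosphate with 0.01% Tween-20. Released glucose detected by glucose oxidase/Amplex Red, Ex 573/Em 610 nm. Compounds up to 77 uM; AC50 from Hill fits.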
RECQ1 inh: RECQ1 (human) helicase inhibition; P46063; RECQ1 DNA unwinding, red fluorescence kinetic read; Potency, µM (doses to about 57.3 µM), inactives show at the top dose activity, negative = inhibition, actives largely listed as inhibitors; 240,000 compounds, 0.54% hits; AID 2549;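 note: plate controls were vehicle for no effect and no enzyme for full effect; nearly all actives have a fitted effect of over 30% in size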
Target sequence (P46063 whole entry, looked up): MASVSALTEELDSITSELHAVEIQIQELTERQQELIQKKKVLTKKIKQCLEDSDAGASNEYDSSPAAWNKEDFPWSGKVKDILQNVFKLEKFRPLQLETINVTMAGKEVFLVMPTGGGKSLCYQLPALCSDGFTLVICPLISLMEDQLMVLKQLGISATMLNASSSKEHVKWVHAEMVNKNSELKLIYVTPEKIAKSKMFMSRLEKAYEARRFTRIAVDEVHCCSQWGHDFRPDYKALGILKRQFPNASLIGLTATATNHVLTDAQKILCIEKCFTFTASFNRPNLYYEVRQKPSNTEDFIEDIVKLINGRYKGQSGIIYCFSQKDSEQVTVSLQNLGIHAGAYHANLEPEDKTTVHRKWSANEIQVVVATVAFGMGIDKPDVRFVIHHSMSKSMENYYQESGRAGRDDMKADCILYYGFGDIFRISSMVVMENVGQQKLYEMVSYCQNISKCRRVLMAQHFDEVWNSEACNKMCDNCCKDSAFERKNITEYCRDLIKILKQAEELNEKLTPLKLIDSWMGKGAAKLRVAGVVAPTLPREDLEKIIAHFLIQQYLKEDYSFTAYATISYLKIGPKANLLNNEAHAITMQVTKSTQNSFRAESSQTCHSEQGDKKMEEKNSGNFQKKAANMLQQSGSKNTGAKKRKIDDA
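RECQ1T1 50 nM; forked duplex (20 bp + 30-nt ss tails) 200 nM, ATP 2 mM final; pH 8.0, 2 mM MgCl2, 2.5 ug/ml poly(dI-dC); 15 min compound preincubation; discontinuous kinetic read over 2 h at RT.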
GAA spleen mod: lysosomal alpha-glucosidase (human) modulation. human spleen homogenate, 4-MU-alpha-glucoside fluorescence. P10253. Potency, µM (highest dose often 79.9 µM), for the others: at the top dose activity change, negative = inhibition, usual class: inhibitors. 240,000 compounds, 0.006% hits;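 note: 0% = enzyme with vehicle and -100% = no enzyme basal signal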
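Human spleen homogenate (1 ug) with 4-methylumbelliferyl-alpha-D-glucopyranoside (1 mM final) in 50 mM citrate/phosphate pH 5.0, 0.01% Tween-20; 40 min at 37 C. Stopped at pH 10; 4-MU fluorescence Ex 365/Em 440 nm; AC50 by Hill fit.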
* hit, by the source's call; i = inactive; ? = inconclusive; . = not tested or not shown; [ ] = dose if it differs, or a comment. Unless noted, calls come from the whole dose curve; as a rule, active = well fitted curve in the direction sought with a large enough effect; inconclusive = small, poorly fitted or top-dose-only effect, or another doubt; inactive = no such curve, though single readings can be large; an effect the other way counts as inactive or inconclusive. Unless noted, % is set by controls: 0 for no effect and ±100 for the full control effect; potency is the fitted concentration of half-maximal effect. An excerpt (hit frequency here may not be typical).

SMILES | TexasRed fluor | TRb-SRC2 inh | GAA inhib | L3MBTL1 block | GoLoco inh red | GAA glycogen mod | RECQ1 inh | GAA spleen mod
Cc1ccc(CN(C)C(=O)C2CCCN2C(=O)c2cccs2)o1 (stereo unspecified) | 0% | 1% | 5% | -6% | -25% | 1% | -4% | -3%
O=C(NCCN1CCN(c2ccccc2)CC1)C1CCN(S(=O)(=O)N2CCOCC2)CC1 | -1% | 4% | 1% | 1% | -3% | 2% | -5% | -3%
CC(=O)Nc1cccc(C(=O)OC(C(=O)c2ccc(C)cc2)c2ccccc2)c1 (stereo unspecified) | -7% | 6% | -4% | 6% | -2% | -11% | i | -6%
O=C1CC(N2CCN(C(c3ccccc3)c3ccccc3)CC2)C(=O)N1Cc1ccc(N2CCCC2=O)cc1 (stereo unspecified) | -7% | -5% | -1% | -9% | 17% | 6% | -8% | -4%
N#Cc1ccc(OCC(=O)NC2=NCCS2)cc1 | -2% | -7% | -3% | -3% | 10% | 4% | 0% | 3%
CC1=CC(=O)C=C(C)C1=NOC(=O)c1cccc([N+](=O)[O-])c1 | -1% | -5% | -8% | . | -5% | -14% | -2% | -2%
CC(C)Cn1cnc2c(c1=O)c1nc3ccccc3nc1n2Cc1ccc2c(c1)OCO2 | 2% | -14% | -3% | . | -3% | 4% | -2% | 2%
CCOP(=O)(CN(CC)C(=O)c1ccccc1Br)OCC | 0% | -3% | . | 1% | 5% | 10% | 0% | 2%
CCc1ccc(NC(=O)N(C2CCCCC2)C(C)c2cccnc2)cc1 (stereo unspecified) | -5% | -1% | -6% | . | 6% | 8% | -13% | -3%
Cc1c(Cl)cnc(NC(=O)CSc2nncs2)c1Cl | 11% | 8% | -2% | -25% | -1% | 6% | -1% | 5%
O=C(Cc1ccc(-c2ccccc2)cc1)NC1CCCC1 | 0% | 6% | 11% | 4% | 12% | 8% | i | 2%
OCC1OC(n2cnc3c(Cl)nc(Cl)nc32)C(O)C1O (stereo unspecified) | 2% | -2% | . | . | -4% | . | -7% | -8%
CCN(CC)CCCOC(=O)c1ccc(OC)cc1O | -1% | 0% | 13% | -1% | -1% | 20% | i | 1%
Cc1oc(/C=N/NC(=O)CN(c2ccccc2Br)S(C)(=O)=O)cc1Br | -8% | -2% | 5% | -8% | -9% | -4% | i | -20%
Cc1c(Br)c([N+](=O)[O-])nn1CC(=O)NCc1ccccc1 | 1% | 11% | -1% | -1% | 5% | -5% | -8% | -2%
O=C(Nc1nc(-c2cc(Cl)sc2Cl)cs1)c1cccs1 | 0% | 2% | -11% | 12% | 4% | -1% | -8% | 1%
CC(C)N(Cc1nc(-c2ccc(Cl)cc2)no1)C(=O)C(c1ccccc1)c1ccccc1 | -6% | -1% | -18% | . | 0% | -8% | -9% | -5%
COc1cccc(/C=C/C(=O)OCC(=O)NCc2ccc(Cl)cc2)c1 | 0% | 2% | 5% | 2% | -6% | 11% | i | 1%
Cc1ccc(C2=NOC(C)(c3nnc(-c4ccc(Cl)cc4)o3)C2)cc1 (stereo unspecified) | -2% | 5% | . | . | 4% | -1% | 16% | -20%
CCOC(=O)c1cnc(-n2nc(C)cc2C)nc1NCCO | -1% | 5% | 5% | 9% | -10% | 4% | -10% | -14%

A run of entries from the list above, for reference:
SMILES | TexasRed fluor | TRb-SRC2 inh | GAA inhib | L3MBTL1 block | GoLoco inh red | GAA glycogen mod | RECQ1 inh | GAA spleen mod
O=C(Cc1ccc(-c2ccccc2)cc1)NC1CCCC1 | 0% | 6% | 11% | 4% | 12% | 8% | i | 2%
OCC1OC(n2cnc3c(Cl)nc(Cl)nc32)C(O)C1O (stereo unspecified) | 2% | -2% | . | . | -4% | . | -7% | -8%
CCN(CC)CCCOC(=O)c1ccc(OC)cc1O | -1% | 0% | 13% | -1% | -1% | 20% | i | 1%
Cc1oc(/C=N/NC(=O)CN(c2ccccc2Br)S(C)(=O)=O)cc1Br | -8% | -2% | 5% | -8% | -9% | -4% | i | -20%
Cc1c(Br)c([N+](=O)[O-])nn1CC(=O)NCc1ccccc1 | 1% | 11% | -1% | -1% | 5% | -5% | -8% | -2%
O=C(Nc1nc(-c2cc(Cl)sc2Cl)cs1)c1cccs1 | 0% | 2% | -11% | 12% | 4% | -1% | -8% | 1%
CC(C)N(Cc1nc(-c2ccc(Cl)cc2)no1)C(=O)C(c1ccccc1)c1ccccc1 | -6% | -1% | -18% | . | 0% | -8% | -9% | -5%
COc1cccc(/C=C/C(=O)OCC(=O)NCc2ccc(Cl)cc2)c1 | 0% | 2% | 5% | 2% | -6% | 11% | i | 1%
Cc1ccc(C2=NOC(C)(c3nnc(-c4ccc(Cl)cc4)o3)C2)cc1 (stereo unspecified) | -2% | 5% | . | . | 4% | -1% | 16% | -20%
CCOC(=O)c1cnc(-n2nc(C)cc2C)nc1NCCO | -1% | 5% | 5% | 9% | -10% | 4% | -10% | -14%

Remaining list, next part
SMILES | TexasRed fluor | TRb-SRC2 inh | GAA inhib | L3MBTL1 block | GoLoco inh red | GAA glycogen mod | RECQ1 inh | GAA spleen mod
CN(C)CCn1c(C(=O)O)cc2ccccc21 | -1% | 2% | 5% | 3% | 7% | 6% | -2% | -6%
O=C(CCc1ccccc1)Nc1nc2c(F)cc(F)cc2s1 | -1% | -2% | . | . | 21% | 1% | -7% | 3%
CCn1c2ccccc2c2cc(NC(=O)COC(=O)c3cc(S(=O)(=O)N4CCCCC4)ccc3Cl)ccc21 | -1% | -8% | -6% | -4% | -32% | -6% | -3% | -9%
CC1=C(C(=O)Nc2cccc([N+](=O)[O-])c2)C2(CCC(C)CC2)OC1=O (stereo unspecified) | -2% | -11% | -10% | . | 0% | 1% | -23% | -4%
CCOC(=O)C1CCN(CC(O)COCc2ccc3c(c2)OCO3)CC1 (stereo unspecified) | -3% | -6% | -5% | . | 8% | -1% | i | 2%
CCc1nnc(NC(=O)CN2C(=O)c3ccccc3C2=O)s1 | -2% | 3% | -7% | 7% | -8% | -17% | -6% | 6%
O=C(/C=C/c1cccc([N+](=O)[O-])c1)N1CCN(c2ccc(F)cc2)CC1 | -2% | 3% | 6% | -2% | -1% | 3% | -1% | 0%
COC(=O)C/C=C\[C@@H](C)[C@@H](/C=N\O[C@@H](C)CN1CCCCc2nc(C)c(C)cc21)NS(=O)(=O)c1ccc(C)cc1 | 2%[11.2 µM] | 1%[11.2 µM] | . | . | . | . | i[11.5 µM] | -4%[17.4 µM]
Cc1cc(C)n(-c2cc(N3CCN(C(=O)c4cccc(Br)c4)CC3)ccc2[N+](=O)[O-])n1 | 0% | 0% | -6% | -12% | -11% | -2% | -19% | 1%
COc1ccc(C(=S)N2CCN(c3ccccc3C)CC2)cc1 | -2% | 8% | . | . | 14% | -4% | ? | 1%
O=C(Nc1nncs1)c1ccc(S(=O)(=O)c2ccccc2)cc1 | 2% | -15% | -9% | 4% | 0% | 0% | -12% | 5%
CCc1ccc(C(c2c(C)nn(-c3ccccc3)c2N)c2c(C)nn(-c3ccccc3)c2N)cc1 | 0% | 3% | -13% | -11% | 4% | -8% | 6% | 1%
CC1(OC(=O)c2cnc3ccccc3n2)C(=O)C=C2C=C(C3CC3)OC=C2C1=O (stereo unspecified) | 10% | -5% | . | . | -13% | . | 13µM* | 0%
O=C(O)CC(NC(=O)C12CC3CC(CC(C3)C1)C2)c1ccc(OC2CCCC2)cc1 (stereo unspecified) | -3% | -1% | 3% | . | 2% | 6% | i | 1%
NC(=O)CCCSc1nc2ccccc2[nH]1 | -2% | -3% | 1% | 14% | -1% | -1% | 5% | -17%
CCn1c(-c2csc3ccccc23)n[nH]c1=S | 7% | -4% | 4% | 16% | 13% | -14% | -3% | 1%
COc1ccccc1-c1nnc(NC(C)=O)s1 | -7% | -4% | -8% | 7% | 14% | 6% | -11% | 7%
O=C(/C=C/c1ccccc1)c1c[nH]c2ccccc12 | -6% | 5% | . | 3% | 6% | 1% | -6% | 2%
COCCNc1ccnc(-c2c(C)noc2C)n1 | -4% | -4% | . | . | 6% | . | -17% | 0%
N#CCCN1CCN(C2=NC(=O)C(=C3CCCCC3)S2)CC1 | 3% | 8% | -10% | -18% | 7% | 13% | -8% | -5%
CN(C)S(=O)(=O)c1cccc(C(=O)Nc2ccc(N3CCOCC3)cc2)c1 | 5% | -4% | . | . | -6% | -2% | -3% | 5%
Cc1ccc2c(c1)C(O)(CC(=O)c1ccc(C)s1)C(=O)N2 (stereo unspecified) | -4% | 4% | ? | -2% | 4% | -4% | -14% | 2%
O=C(Cn1cnc2scc(-c3cccc([N+](=O)[O-])c3)c2c1=O)NCc1ccco1 | -2% | 0% | 0% | . | 11% | -1% | 25µM* | -2%
Cc1cc(C)nc(N/N=C2/CCCC/C2=C\c2ccccc2)n1 | -1% | 14% | -6% | -7% | 1% | ? | -4% | -1%
Cc1csc(=Nc2ccccc2)n1Cc1ccco1 | 0% | -1% | 3% | ? | 3% | -5% | 20% | -3%
O=[N+]([O-])c1ccc(/C=N/N/C(=N/c2ccccn2)c2ccccn2)cc1 | -3% | -9% | -1% | -4% | 3% | -11% | 1% | 3%
O=CN/C=C/c1cc(F)cc(F)c1F | 1% | 5% | . | . | -2% | . | -2% | -3%
CCOc1ccccc1-n1cnc2cc(C(=O)NCc3ccco3)ccc21 | 1% | 5% | -3% | -10% | 16% | 0% | -7% | -9%
COc1ccc(C(=O)NC(=S)NNC(=O)Cc2cccs2)cc1 | -2% | -12% | -1% | 12% | 3% | -2% | -9% | -2%
CNNC(=S)Nc1cccc(C(F)(F)F)c1 | 0% | 6% | -1% | 4% | -14% | -29% | i | 0%

Reformatted with two lines to a compound: part of the list above.
The line under a structure holds: TexasRed fluor | TRb-SRC2 inh | GAA inhib | L3MBTL1 block | GoLoco inh red | GAA glycogen mod | RECQ1 inh | GAA spleen mod
- CCOc1ccccc1-n1cnc2cc(C(=O)NCc3ccco3)ccc21
 : 1% | 5% | -3% | -10% | 16% | 0% | -7% | -9%
- COc1ccc(C(=O)NC(=S)NNC(=O)Cc2cccs2)cc1
 : -2% | -12% | -1% | 12% | 3% | -2% | -9% | -2%

Screening data as filed in PubChem BioAssay.
